From PubChem BioAssay
ATXN2 expr inh = Primary qHTS for Inhibitors of ATXN expression; HEK-293 ATXN2-luciferase reporter, luminescence, 24 h; Potency, µM (doses to about 57 µM), for the others: at the top dose activity change, negative = inhibition, actives largely listed as inhibitors; 0.72% of 360,000 active; further: potency means the concentration at half of the fitted maximal effect; on the % scale 0 is the no-effect control and ±100 the full control effect; nearly all actives have a fitted effect of over 55% in size
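ATXN2-luciferase reporter cells (luciferase flanked by upstream and downstream ATXN2 gene portions) were treated 24 h at 37 °C with compounds at up to 57 uM. SteadyGlo luminescence gave expression; GF-AFC fluorescence gave viability.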
Nrf2 inh = Nrf2 qHTS screen for inhibitors; A549 ARE-Fluc reporter, luciferase luminescence, 18-24 h; 2.1% of 360,000 active; Potency, µM (highest dose often 46 µM), for the others: at the top dose activity change, negative = inhibition, usual class: inhibitors; further: potency means the concentration at half of the fitted maximal effect; on the % scale 0 is the no-effect control and ±100 the full control effect; nearly all actives have a fitted effect of over 60% in size
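Nrf2 function is reported as luminescence of an ARE-controlled luciferase in A549 cells. Compounds were tested at several concentrations, and a CellTiter-Fluor read on the same wells flagged cytotoxicity.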
TGFb SMAD3 inh = qHTS for Inhibitors of TGF-b; HepG2 CAGA-GFP TGF-b/SMAD3 reporter, GFP fluorescence, 18 h; TGF-beta stimulated, 500 pg/mL final; Potency, µM (top dose mostly 46.1 µM), inactives show at the highest dose activity, negative = inhibition, most hits filed as inhibitors; 1.2% of 410,000 active; AID 588855, 2011; further: potency means the concentration at half of the fitted maximal effect; on the % scale 0 is the no-effect control and ±100 the full control effect; nearly all actives have a fitted effect of over 65% in size
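Per well, imaged GFP fluorescence of HEPG2 CAGA-GFP cells gives the signal; cells get compound, then TGF-beta (500 pg/mL final), 18 h at 37 degrees C; %Activity versus -TGF-beta and +DMSO controls.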
MCF10A rerep = A quantitative high throughput screen for small molecules that induce DNA re-replication in MCF 10a normal breast cells; MCF 10A DNA re-replication, Hoechst nuclear intensity, 48 h; Potency, µM (top dose mostly 46.1 µM), without a hit: at the highest dose activity, positive = re-replication, most hits filed as activators; 2.9% of 350,000 active; AID 624296, 2012; further: potency means the concentration at half of the fitted maximal effect; % of control where 0% means no effect; nearly all actives have a fitted effect of over 50% in size
HepG2 tox = qHTS for Inhibitors of TGF-b: Cytotox Counterscreen; Potency, µM (doses to about 46.1 µM), inactives show at the top dose activity change, negative = cytotoxicity, most hits filed as cytotoxic; 0.76% of 410,000 active; HepG2 CAGA-GFP viability, ATP luminescence, 18 h; further: potency means the concentration at half of the fitted maximal effect; some results filed as inactive show a strong effect at the top dose
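HepG2 CAGA-GFP cells (1000/well, DMEM with 1% FBS) received compound, then TGF-beta at 500 pg/mL final, and were incubated 18 hours at 37 degrees C. Viability was read by CellTiter-Glo luminescence. Media-only wells were set as complete cell-killing and DMSO as no toxicity.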
IL-1B inflam inh = qHTS for Inhibitors of Inflammasome Signaling: IL-1-beta AlphaLISA Primary Screen | THP-1 LPS/ATP IL-1B secretion, AlphaLISA, 16 h; active compounds read low | activity change, % at 57.5 µM | 4.7% of 360,000 active | AID 743279, 2014; in the data active means activity change below about -50%; inconclusive means mostly about -30% to -49%; further: on the % scale 0 is the no-effect control and ±100 the full control effect
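Secreted IL-1B measured by AlphaLISA bead assay after 16 h compound exposure of THP-1 cells; compounds (final up to 57.5 uM) added 1 h before LPS (250 ng/mL) and ATP (1.25 mM) stimulation; lower signal means less secretion.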
A549 viability = Nrf2 qHTS screen for inhibitors: counterscreen for cytotoxicity. AID 504648, 2011. 0.16% of 390,000 active. Potency, µM (highest dose often 46 µM), without a hit: at the top dose activity change, negative = cytotoxicity, actives largely listed as inhibitors. A549 ARE-Fluc cells, CellTiter-Fluor viability, 18-24 h; further: potency means the concentration at half of the fitted maximal effect; on the % scale 0 is the no-effect control and ±100 the full control effect
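A549 ARE-Fluc cells in 5% FBS OPTI-MEM, 5000 cells/well, rested 2 h then exposed to compounds in concentration-response for 18-24 h at 37 °C. Viability by CellTiter-Fluor fluorescence (Ex 405/Em 525) after 30 min; luciferase luminescence (BugLite, 15 min, RT) read afterwards.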
Nrf2 ARE act = qHTS of Nrf2 Activators. AREc32 ARE-luciferase reporter (MCF7-derived line), luminescence, 24 h. Potency, µM (series often up to 46.1 µM), without a hit: at the top dose activation, most hits filed as activators. 0.31% of 410,000 active. AID 624171, 2012; further: potency means the concentration at half of the fitted maximal effect; % of control where 0% means no effect; nearly all actives have a fitted effect of over 65% in size
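Quantitative high-throughput format: AREc32 reporter cells, 1000 per well, received compound by pin transfer and were incubated 24 hr at 37 deg C, 5% CO2, before Steady-Glo luminescence detection.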
ATXN viability = Viability Counterscreen for Primary qHTS for Inhibitors of ATXN expression. S2 cells (HEK-293 line with an ATXN2-luciferase reporter) viability, CellTiter-Fluor protease fluorescence, 24 h. Potency, µM (highest dose often 56.7 µM), actives largely listed as cytotoxic. 0.49% of 400,000 active. AID 651635, 2014; further: potency means the concentration at half of the fitted maximal effect; nearly all actives have a fitted effect of over 40% in size
Numbers without * were called inactive; i = inactive; u = inconclusive; x = no result given; & = joins results of further samples; [ ] = remark or other dose. Unless noted, the call rests on the fitted dose curve; in most records, active means well fitted curve in the direction sought with a large enough effect; inconclusive means small, poorly fitted or top-dose-only effect, or another doubt; inactive means no such curve, though single readings can be large; an effect the other way counts as inactive or inconclusive.

1) O=C(c1ccccc1)n1c(=S)nc2ccccn21
2) O=C(Nc1nc2c(F)cc(F)cc2s1)C1CC1
3) CN(Cc1ccccc1)C(=O)c1[nH]cnc1C(=O)NCC(=O)OCc1ccccc1
4) O=C(NCCCN1CCN(c2cccc(Cl)c2)CC1)c1cnn(-c2ccc(F)cc2)c1-n1cccc1
5) CCOC(=O)CCC(=O)N1CCOCCOCCOCC1

assay / compound,1,2,3,4,5
ATXN2 expr inh,53%[activator],28%,-4%,35µM*,1%
Nrf2 inh,u,13%,3%,-3%,13%
TGFb SMAD3 inh,2%,0%,29%,u,2%
MCF10A rerep,-2%,9%,0%,x,u
HepG2 tox,-36%,-23%,-7%,10µM*,9%
IL-1B inflam inh,20,28,2,x,5
A549 viability,-1%,6%,1%,-17%,-7%
Nrf2 ARE act,u,10%,0.0%,-4.6%,-0.8%
ATXN viability,i,i,i,u,i

6) CCOC(=O)C1=C(C)NC(=S)NC1c1ccc(OCC(=O)N2CCCCCC2)c(OC)c1 (stereo not given)
7) COCn1cnc(-c2ccccc2)c1-c1ccccc1
8) COc1ccc(C2CC(=O)N(CC(=O)Nc3ccc(C(C)=O)cc3)c3ccccc3S2)cc1OC (stereo not given)
9) O=C(NCc1ccco1)c1nc2c(nnn2Cc2ccccc2Cl)c(=O)[nH]1
10) Cc1cnc([N+](=O)[O-])n1CCOC(=O)NC(=O)c1ccccc1

assay / compound,6,7,8,9,10
ATXN2 expr inh,4%,-5%,u,16µM*,-34%
Nrf2 inh,5%,0%,u,4.6µM*,9%
TGFb SMAD3 inh,33%[activator],-4%,-3%,2.8µM*,u
MCF10A rerep,-3%,14%,x,7%,0%
HepG2 tox,9%,-43%,-37%,-34%,2%
IL-1B inflam inh,-23,-13,x,3,9
A549 viability,19%,-1%,-11%,u,3%
Nrf2 ARE act,-0.8%,-0.3%,-1.5%,-1.9%,2.5%
ATXN viability,i,i,u,u,i

In a second layout: entries from further up.
entry | mol | ATXN2 expr inh | Nrf2 inh | TGFb SMAD3 inh | MCF10A rerep | HepG2 tox | IL-1B inflam inh | A549 viability | Nrf2 ARE act | ATXN viability
6 | CCOC(=O)C1=C(C)NC(=S)NC1c1ccc(OCC(=O)N2CCCCCC2)c(OC)c1 (stereo not given) | 4% | 5% | 33%[activator] | -3% | 9% | -23 | 19% | -0.8% | i
7 | COCn1cnc(-c2ccccc2)c1-c1ccccc1 | -5% | 0% | -4% | 14% | -43% | -13 | -1% | -0.3% | i
8 | COc1ccc(C2CC(=O)N(CC(=O)Nc3ccc(C(C)=O)cc3)c3ccccc3S2)cc1OC (stereo not given) | u | u | -3% | x | -37% | x | -11% | -1.5% | u
9 | O=C(NCc1ccco1)c1nc2c(nnn2Cc2ccccc2Cl)c(=O)[nH]1 | 16µM* | 4.6µM* | 2.8µM* | 7% | -34% | 3 | u | -1.9% | u

Continued:
11) CN1C(=O)c2cccc3c(S(=O)(=O)Nc4cccc(C(=O)O)c4)ccc1c23
12) Cc1ccc(NC2=Nc3ccccc3N3C2=Nc2c(c(C)nn2-c2ccccc2)C3c2ccc(O)c(O)c2)cc1 (stereo not given)
13) CC(=O)N1CCCc2cc(S(=O)(=O)NCc3cccc(C)c3)ccc21
14) Clc1cccc(Cc2c(-c3ccco3)nc3c4ccccc4ccn23)c1
15) O=C(C1=C[C@H](C2CCCCC2)C[C@H](OCCCCO)O1)N1CCN(Cc2ccccc2)CC1

assay / compound,11,12,13,14,15
ATXN2 expr inh,0%,u,0%,61%[activator],-8%
Nrf2 inh,u,18µM*,x,x,-2%
TGFb SMAD3 inh,0%,u,u,x,u
MCF10A rerep,x,u,x,x,6%
HepG2 tox,-5%,-95%,-33%,x,-8%
IL-1B inflam inh,x,26,x,-2,-9
A549 viability,-9%,u,2%,x,-5%
Nrf2 ARE act,0.1%,-1.5%,3.7%,u,0.0%
ATXN viability,i,i,i,u,i

16) Cc1ccc(CNC(=O)C(C)OC(=O)c2cccs2)cc1 (stereo not given)
17) O=C1CN(C(=O)CN2CCOCC2)C(c2ccccc2)c2cc(Br)ccc2N1 (stereo not given)
18) CCOC(=O)Cc1ccc(NC(=O)N2CCc3c(sc4c3CCCC4)C2c2ccc(F)cc2)cc1 (stereo not given)
19) OC(Cc1ccccc1Br)c1ncc(-c2cccc(C(F)(F)F)c2)[nH]1 (stereo not given)
20) COc1ccc(N(C(=O)C2CCCCC2)S(=O)(=O)c2cccc3cccnc23)cc1

assay / compound,16,17,18,19,20
ATXN2 expr inh,3%,-9%,-8%,u,4%
Nrf2 inh,1%,8%,x,x,u
TGFb SMAD3 inh,-8%,6%,2%,u,0%
MCF10A rerep,0%,1%,x,x,u
HepG2 tox,1%,-4%,-17%,-58%,-5%
IL-1B inflam inh,136,6,x,-61*,-52*
A549 viability,-4%,-3%,8%,x,-8%
Nrf2 ARE act,0.2%,0.4%,3.9%,0.1%,1.1%
ATXN viability,i,i,i,u,i

21) CCOC(=O)C1C(=O)OC(C)(C)C1C(C)C(=O)c1ccc(C)cc1 (stereo not given)
22) Cc1ccc(C(=O)N(c2ccccn2)C(C)c2ccco2)cc1C (stereo not given)
23) CCc1nn(CC(=O)N2CCN(c3ccc(F)cc3)CC2)c(=O)c2cc3occc3n12
24) Cc1ccc(S(=O)(=O)N2CCN(C(=O)c3cc4c(C)nn(-c5ccccc5C)c4s3)CC2)cc1
25) N#Cc1ccc(-c2ccc(OCC(O)CN3CCOCC3)cc2)cc1 (stereo not given)

assay / compound,21,22,23,24,25
ATXN2 expr inh,2%,8%,0%,-10%,18%
Nrf2 inh,8%,3%,13%,u,-15%
TGFb SMAD3 inh,9%,-4%,0%,-20%,6%
MCF10A rerep,3%,2%,2%,0%,29%
HepG2 tox,-20%,-15%,2%,4%,1%
IL-1B inflam inh,7,17,3,u,1
A549 viability,0%,-9%,-8%,-5%,0%
Nrf2 ARE act,-0.8%,0.4%,-1.4%,0.5%,0.8%
ATXN viability,i,i,i,i,i

26) NC(c1csc(Nc2nncc3ccccc23)n1)C1CCCCC1 (stereo not given)
27) Cn1cc(C(=O)N2CCN(c3ccccc3)CC2)c(=O)c2cc(S(=O)(=O)N3CCCC3)ccc21
28) Cc1ccccc1Nc1scc(-c2ccc(Cl)cc2)[n+]1-c1ccccc1C
29) COc1ccc(NC(=O)[C@@H]2CCCN2S(=O)(=O)c2ccc(Cl)cc2)cc1
30) Cc1ccc(C)c(OCCSc2nnc(-c3cccnc3)n2N)c1

assay / compound,26,27,28,29,30
ATXN2 expr inh,u,8%,-6%,6%,-8%
Nrf2 inh,x,u,u,-5%,8%
TGFb SMAD3 inh,u,-6%&-1%,-26%,-2%,u
MCF10A rerep,x,-2%,u,1%,8%
HepG2 tox,-97%,-1%&-17%,-26%,-9%,-18%
IL-1B inflam inh,-78*,14,-15,-3,6
A549 viability,x,5%&2%,-1%,-8%,u
Nrf2 ARE act,-3.3%,-0.1%&-0.1%,0.0%,0.2%,0.1%
ATXN viability,u,i,i,i,i

31) CC(C)(C)c1ccc(C(=O)C2CCCN(C(=O)C3CCOCC3)C2)cc1 (stereo not given)
32) Cc1ccc(S(=O)(=O)N2CCCCC2)cc1NC(=O)[C@@H]1CCCN1C(=O)c1cccs1
33) CC(C)(C)OC(=O)C[C@H]1C/C=C\C[C@H](CC(=O)N(CCO)Cc2ccccc2)C(=O)NC[C@H](c2ccccc2)OC1=O
34) COc1cc(Nc2ccc(C(=O)O)cc2[N+](=O)[O-])cc(OC)c1
35) COc1cccc(C(=O)C(=O)c2cccc(OC)c2OC)c1OC

assay / compound,31,32,33,34,35
ATXN2 expr inh,-28%,3%,6%,x,2%
Nrf2 inh,-18%,-21%,0%,u,4%
TGFb SMAD3 inh,-6%,-1%,-14%,16%,-1%
MCF10A rerep,u,-5%,2%,-30%[inhibitor],1%
HepG2 tox,-14%,7%,-1%,11%,-12%
IL-1B inflam inh,26,25,-21,20,32
A549 viability,-4%,-3%,-5%,u,-3%
Nrf2 ARE act,-0.5%,-0.5%,4.3%,-0.1%,5.3%
ATXN viability,u,i,i,u,i

36) CC(=O)c1sc(NC(=O)c2ccc(F)c(S(=O)(=O)N3CCOCC3)c2)nc1C
37) Cc1cc2nc(-c3cccc(Cl)c3)c(Cc3ccsc3)n2c(C)c1Br
38) CCCCN(CCCC)NC(=O)c1ccccc1
39) O=C(O)C(=Cc1ccc([N+](=O)[O-])cc1)CCc1ccccc1
40) Cc1ccc2nc3c(cc(C(=O)NCC4CCCO4)c(=N)n3C3CCCC3)c(=O)n2c1 (stereo not given)

assay / compound,36,37,38,39,40
ATXN2 expr inh,28%,15%,-19%,x,u
Nrf2 inh,-15%,x,18%,x,9%
TGFb SMAD3 inh,-1%,x,u,u,0%
MCF10A rerep,2%,x,-4%,x,u
HepG2 tox,-33%,x,-25%,-51%,-3%
IL-1B inflam inh,-3,26,0,1,6
A549 viability,-2%,x,3%,x,u
Nrf2 ARE act,-0.5%,26%,-0.2%,0.5%,3.5%
ATXN viability,i,i,i,i,x

41) CC1Cc2ccccc2N1C(=O)c1cc2c(=O)n3ccccc3nc2n1C (stereo not given)
42) COC(=O)c1nn(-c2ccc(Oc3ccccc3)cc2)c(=O)cc1O
43) Cc1cc(C)n(C(CC(=O)O)C(=O)O)n1 (stereo not given)
44) COc1ccc(C(C)=O)cc1COC(=O)c1cnc(C)cn1

assay / compound,41,42,43,44
ATXN2 expr inh,1%,5%,-1%,1%
Nrf2 inh,-24%,-12%,16%,7%
TGFb SMAD3 inh,24%,1%,-1%,8%
MCF10A rerep,u,u,-2%,-1%
HepG2 tox,-6%,-2%,3%,-33%
IL-1B inflam inh,-30,18,-3,6
A549 viability,-4%,-19%,2%,-5%
Nrf2 ARE act,-0.9%,0.2%,-0.4%,0.1%
ATXN viability,i,i,i,i

Not a hit list; any-hit rate near 8.8%.
